# F508del corr – correctors of CFTR F508del function in bronchial epithelial cells; activity (quench increase), % at 7.58 µM; 350,000 compounds, 0.36% hits; CFBE cells, YFP halide quenching; stimulated with forskolin plus potentiator P3; % fluorescence drop versus neutral controls;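 active = mean added fluorescence quench of at least 8% versus neutral control, with both replicates also reaching 8%; inconclusive = only one of the mean or replicate conditions met; inactive = mean below 8% and not both replicates reaching 8%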;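 note: cells transiently co-express mutant CFTR-F508del with the halide-sensitive YFP; corrector assay measuring rescue of mutant channel to the surface after 24 h compound exposure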
# ERp5 inh – blocks human ERp5 reductase activity on insulin. Q15084. ERp5 insulin aggregation, absorbance 650 nm, 90 min. inhibition, % at 9.99 µM. 350,000 compounds, 0.05% hits. AID 651711;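 active = mean replicate inhibition above about 25%, with every replicate also reaching it, limit read from the data, passing the limit was not always enough; inconclusive = only one of those two criteria met; inactive = neither criterion met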
# Target sequence (Q15084 whole entry, looked up): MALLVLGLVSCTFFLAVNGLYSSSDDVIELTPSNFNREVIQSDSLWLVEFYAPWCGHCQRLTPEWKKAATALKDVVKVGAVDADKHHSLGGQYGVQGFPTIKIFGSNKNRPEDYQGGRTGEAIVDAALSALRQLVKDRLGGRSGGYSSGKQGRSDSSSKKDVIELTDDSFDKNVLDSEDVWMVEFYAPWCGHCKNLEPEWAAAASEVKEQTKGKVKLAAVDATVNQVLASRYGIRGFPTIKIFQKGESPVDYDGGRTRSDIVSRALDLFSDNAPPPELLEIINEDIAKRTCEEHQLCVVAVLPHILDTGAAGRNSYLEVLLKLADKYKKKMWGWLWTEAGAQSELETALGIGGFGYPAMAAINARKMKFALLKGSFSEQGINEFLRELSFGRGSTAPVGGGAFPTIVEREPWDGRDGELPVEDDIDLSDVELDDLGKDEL
# miR122 inh – inhibitors of miR-122 in Huh7 cells; Huh7 miR-122 Renilla luciferase sensor, 48 h; neutral wells = 0, positive control = 100; activation (reporter increase), % at 12.5 µM; 340,000 compounds, 0.3% hits; AID 602342;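 active = mean replicate activation score at least 90 and every replicate individually at or above 90; inconclusive = only one of the two criteria met; inactive = neither criterion met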;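 note: higher luciferase means less miR-122 activity so hits act as miR-122 inhibitors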
# Casp6 inh – inhibitors of human caspase-6; P55212; purified caspase-6, Z-VEID-R110 cleavage fluorescence; inhibition, % at 12.5 µM; 350,000 compounds, 0.53% hits; AID 686996;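 active = mean inhibition across replicates at least about 35%, with every replicate also reaching that limit, limit read from the data; inconclusive = only one of the two criteria met; inactive = neither criterion met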;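 note: 0% = median of neutral control wells and 100% = no fluorescence left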
# Target sequence (P55212 24-179 limits assumed): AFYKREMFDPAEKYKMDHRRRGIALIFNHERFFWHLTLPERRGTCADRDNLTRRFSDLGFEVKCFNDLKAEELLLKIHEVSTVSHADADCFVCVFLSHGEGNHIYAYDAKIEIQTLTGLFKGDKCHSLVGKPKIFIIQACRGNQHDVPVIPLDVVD
# Target sequence (P55212 194-293 limits assumed): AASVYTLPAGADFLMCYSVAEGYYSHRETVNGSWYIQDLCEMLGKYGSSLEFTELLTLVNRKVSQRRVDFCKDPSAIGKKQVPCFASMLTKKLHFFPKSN
# ERAP1 inh – ERAP1 (human) enzyme inhibition; Q9NZ08; recombinant ERAP1, Leu-AMC fluorescence, 60 min; inhibition, % at 10.7 µM; 340,000 compounds, 0.15% hits;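 active = mean replicate inhibition of at least 30%, or all replicates individually reaching that 30% level; inactive = mean below 30% and not every replicate reaching it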;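 note: 0% = neutral control wells and 100% = L-leucinethiol positive control wells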
# SIRT5 block – inhibitors of human sirtuin-5 desuccinylase | Purified SirT5, succinyl-peptide AMC, trypsin-coupled fluorescence | Q9NXA8 | inhibition, % at 15 µM | 330,000 compounds, 1.1% hits; in the data active = inhibition above about 15%; inconclusive = no clear call, values can overlap the other calls
# Target sequence (Q9NXA8 whole entry, looked up): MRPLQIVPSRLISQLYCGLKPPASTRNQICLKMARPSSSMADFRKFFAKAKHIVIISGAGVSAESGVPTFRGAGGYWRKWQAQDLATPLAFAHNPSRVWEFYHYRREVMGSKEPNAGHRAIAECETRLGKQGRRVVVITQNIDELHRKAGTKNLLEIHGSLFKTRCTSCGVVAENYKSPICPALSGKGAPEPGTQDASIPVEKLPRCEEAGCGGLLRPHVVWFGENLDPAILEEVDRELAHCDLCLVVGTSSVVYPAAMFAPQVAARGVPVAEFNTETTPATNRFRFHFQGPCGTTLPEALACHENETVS
# DENV2 CPE – inhibitors of DENV2 cytopathic effect. DENV2-infected cells, cytopathic effect rescue, plate reader. AID 651640. 350,000 compounds, 1.7% hits. CPE inhibition, % at 9.99 µM; in the data active = CPE inhibition above about 20%, passing the limit was not always enough; inconclusive = no clear call, values can overlap the other calls; tested in BHK-21 cells;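 note: 0% = median of neutral control wells and 100% = median of positive control wells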
# Numbers without * were called inactive; u = inconclusive; x = no result given; [ ] = dose if it differs, or a comment.
No.	Compound	F508del corr	ERp5 inh	miR122 inh	Casp6 inh
1	COc1ccc(S(=O)(=O)N[C@H]2C=C[C@H](CC(=O)NCCc3ccccc3)O[C@H]2CO)cc1	-1.5	0	x	-2
2	CCOC(=O)/C=C/c1ccccc1O	2.0	2	x	0
3	COc1ccc(-c2csc(-n3ncc(-c4ccccn4)c3N)n2)cc1	x	1	2	2
4	Cc1ccc(S(=O)(=O)N[C@@H]2CC[C@@H](CC(=O)NCc3ccncn3)O[C@@H]2CO)cc1	0.6	-3	x	2
5	Cc1onc(-c2ccccc2Cl)c1C(=O)N1CCOC12CCCCC2	-7.0	0	1	2
6	COc1ccc(NC(=O)Nc2cccc3c2O[C@H](CN(C)Cc2ccc(C(F)(F)F)cc2)[C@H](C)CN([C@@H](C)CO)C3=O)cc1	-2.1	0	0[16.7 µM]	-3
7	Cc1cccc(NC(=S)NCc2cccs2)c1	1.8	6	x	-1
8	O=C(N/N=C/c1ccoc1)c1ccc(Br)cc1	2.0	11	x	2
9	COc1ccc(OCCCC(=O)Nc2ccc(OC)c(S(=O)(=O)N3CCOCC3)c2)cc1	-5.3	-5	x	3
10	Cc1cccc(N2CC(C(=O)NCC3COc4ccccc4O3)CC2=O)c1C (configuration not stated)	-2.1	-1	x	10

No.	ERAP1 inh	SIRT5 block	DENV2 CPE
1	-1	1	-1
2	4	0	-9
3	0	1	-6
4	0	0	-1
5	-2	10	-5
6	1	3	14
7	-2	x	3
8	1	-4	-5
9	1	0	-3
10	-1	-4	-8

# (more compounds)
No.	Compound	F508del corr	ERp5 inh	miR122 inh	Casp6 inh
11	C[C@H]1CN([C@@H](C)CO)C(=O)c2cccc(NC(=O)c3ccc(-c4nccs4)cc3)c2O[C@@H]1CN(C)Cc1ccc(-c2ccccc2)cc1	-0.1	-1	-2[16.7 µM]	x
12	Cc1ccc(OCCCC(=O)Nc2ccc(S(N)(=O)=O)cc2)cc1	2.3	-5	5	0
13	COc1ccc(S(=O)(=O)N2CCCCC2)cc1NC(=O)C1CC(=O)N(Cc2ccccc2)C1 (configuration not stated)	1.8	-2	x	3
14	CC(=O)Nc1cccc(C(=O)NN2C(=O)NC3(CCC(C)CC3)C2=O)c1 (configuration not stated)	-2.4	1	-7	-2
15	COc1ccc(N/C(N)=N/c2nc(C)cc(=O)[nH]2)cc1	0.3	-3	5	-1
16	COc1ccc(OC)c(S(=O)(=O)N2CCN(C(=O)NC3CCCCC3)CC2)c1	-1.0	0	-2	4
17	Cc1cc(C)n2nc(SCC(=O)N(C)C3CCCCC3)nc2n1	-0.9	0	-5	-2
18	COc1ccc(CC(=O)Nc2cc(S(=O)(=O)N3CCOCC3)ccc2N2CCOCC2)cc1	1.3	-1	-3	-3
19	N#C[C@H]1[C@H](c2ccccc2)[C@H](CO)N1C(=O)Cc1ccccc1	1.1	-1	x	-3
20	C[C@@H](NC(=O)C[C@H]1C[C@H]2c3cc(NS(C)(=O)=O)ccc3O[C@H]2[C@H](CO)O1)c1ccccc1	-0.2	0	-5[16.7 µM]	0

No.	ERAP1 inh	SIRT5 block	DENV2 CPE
11	-1	1	75*
12	-1	2	0
13	-7	1	0
14	1	-2	3
15	-1	1	-1
16	2	-4	0
17	-1	-3	4
18	2	-7	-1
19	-4	-2	-2
20	-1	-3	4

# (listing goes on)
No.	Compound	F508del corr	ERp5 inh	miR122 inh	Casp6 inh
21	COc1ccc(NC(=O)N(C)C[C@@H]2Oc3ccc(NC(=O)CCN4CCOCC4)cc3C(=O)N([C@@H](C)CO)C[C@H]2C)cc1	-1.4	-2	-5[16.7 µM]	0
22	CS(=O)(=O)N1CC(=O)N2[C@H](C1)[C@H](c1ccc(C#Cc3ccccc3)cc1)[C@@H]2CO	-0.2	2	x	0
23	CC(C)C[C@@H]1COc2cc(N3CC[C@H](O)C3)ccc2S(=O)(=O)N1	-7.3	0	x	0
24	CN1C(=O)/C(=C/c2ccccc2OCc2ccc(C(=O)O)cc2)NC1=S	-3.0	-2	-3	1
25	O=C(O)c1ccc(NC(=O)C2(c3ccccc3)CCCC2)cc1	4.2	2	0	-1
26	Cc1ccc(N2C(=O)N(c3ccc(C)cc3)C3CS(=O)(=O)CC32)cc1 (configuration not stated)	0.5	9	2	-1
27	CCCc1ccc(C(C)NC(=S)NCc2ccc(F)cc2)cc1 (configuration not stated)	-2.2	1	-7	-1
28	C[C@H](CO)N1C[C@H](C)[C@@H](CN(C)CC2CCCC2)Oc2cc(C#CC(C)(C)O)ccc2S1(=O)=O	2.2	4	59[16.7 µM]	2
29	CCOc1ccc(CN(C)C(=O)c2cc3ccccc3o2)cc1OC	1.1	-2	6	0
30	CN(CC(=O)Nc1ccccc1Cl)C(=O)COC(=O)c1ccc(S(=O)(=O)C(F)F)cc1	0.0	-2	-1	0

No.	ERAP1 inh	SIRT5 block	DENV2 CPE
21	2	-3	-8
22	-3	1	-4
23	x	2	8
24	-6	3	6
25	1	-3	-1
26	-1	5	-3
27	-7	-3	-3
28	2	3	3
29	-1	1	4
30	0	-2	-8

# Additional results follow.
No.	Compound	F508del corr	ERp5 inh	miR122 inh	Casp6 inh
31	O=C(O)c1ccccc1C(=O)c1cccc2c(Br)cccc12	4.3	-1	1	-1
32	CCCCN1CC(C)(C)[C@H](CC(=O)NC)C1=O	0.7	3	3	-1
33	CN(C(=O)COc1cccc(C#N)c1)C1CCS(=O)(=O)C1 (configuration not stated)	-0.7	2	-6	2
34	CC(C#N)(CCc1ccccn1)CCc1ccccn1	3.7	-2	x	1
35	COc1cccc(N2CCN(C(=O)c3oc4ccccc4c3NC(=O)Cc3ccc(OC)c(OC)c3)CC2)c1	2.0	6	u	5
36	CSc1ccccc1OCc1cc(C(=O)NCC(C)(C)N2CCOCC2)no1	-1.8	-10	-1	0
37	CCc1cc(=O)oc2cc(C)cc(OCC(=O)N[C@@H](CSCc3ccccc3)C(=O)O)c12	-2.0	8	-6	1
38	CCN(CC(=O)NCc1cccs1)S(=O)(=O)c1ccc(NC(C)=O)cc1	0.9	-1	-2	1
39	Cc1cc(C)c(Nc2ncccc2C(=O)O)c(C)c1	1.6	-1	0	0
40	CCC(OC(=O)c1ccc(S(C)(=O)=O)c([N+](=O)[O-])c1)C(=O)NC1C2CC3CC(C2)CC1C3 (configuration not stated)	-5.9	3	15	-3

No.	ERAP1 inh	SIRT5 block	DENV2 CPE
31	1	x	11
32	-1	-1	6
33	2	-2	19
34	2	0	17
35	1	3	10
36	-2	-1	2
37	21	x	13
38	-3	x	12
39	-1	-3	x
40	-3	-2	-10

# A different layout for part of the listing above:
28	C[C@H](CO)N1C[C@H](C)[C@@H](CN(C)CC2CCCC2)Oc2cc(C#CC(C)(C)O)ccc2S1(=O)=O
29	CCOc1ccc(CN(C)C(=O)c2cc3ccccc3o2)cc1OC
30	CN(CC(=O)Nc1ccccc1Cl)C(=O)COC(=O)c1ccc(S(=O)(=O)C(F)F)cc1
31	O=C(O)c1ccccc1C(=O)c1cccc2c(Br)cccc12
32	CCCCN1CC(C)(C)[C@H](CC(=O)NC)C1=O
33	CN(C(=O)COc1cccc(C#N)c1)C1CCS(=O)(=O)C1 (configuration not stated)
34	CC(C#N)(CCc1ccccn1)CCc1ccccn1
35	COc1cccc(N2CCN(C(=O)c3oc4ccccc4c3NC(=O)Cc3ccc(OC)c(OC)c3)CC2)c1
36	CSc1ccccc1OCc1cc(C(=O)NCC(C)(C)N2CCOCC2)no1
37	CCc1cc(=O)oc2cc(C)cc(OCC(=O)N[C@@H](CSCc3ccccc3)C(=O)O)c12

Assay by compound	28	29	30	31	32	33	34	35	36	37
F508del corr	2.2	1.1	0.0	4.3	0.7	-0.7	3.7	2.0	-1.8	-2.0
ERp5 inh	4	-2	-2	-1	3	2	-2	6	-10	8
miR122 inh	59[16.7 µM]	6	-1	1	3	-6	x	u	-1	-6
Casp6 inh	2	0	0	-1	-1	2	1	5	0	1
ERAP1 inh	2	-1	0	1	-1	2	2	1	-2	21
SIRT5 block	3	1	-2	x	-1	-2	0	3	-1	x
DENV2 CPE	3	4	-8	11	6	19	17	10	2	13

38	CCN(CC(=O)NCc1cccs1)S(=O)(=O)c1ccc(NC(C)=O)cc1
39	Cc1cc(C)c(Nc2ncccc2C(=O)O)c(C)c1
40	CCC(OC(=O)c1ccc(S(C)(=O)=O)c([N+](=O)[O-])c1)C(=O)NC1C2CC3CC(C2)CC1C3 (configuration not stated)

Assay by compound	38	39	40
F508del corr	0.9	1.6	-5.9
ERp5 inh	-1	-1	3
miR122 inh	-2	0	15
Casp6 inh	1	0	-3
ERAP1 inh	-3	-1	-3
SIRT5 block	x	-3	-2
DENV2 CPE	12	x	-10

# Remaining list, next part:
No.	Compound	F508del corr	ERp5 inh	miR122 inh	Casp6 inh
41	Cc1ccc(C(=O)c2coc3ccc(O)c(CN(C)C)c23)cc1	1.3	-4	-4	3
42	COc1cccc(NC(=O)C2Cc3ccccc3CN2C(=O)c2ccco2)c1 (configuration not stated)	-0.7	3	-1	x
43	Cc1cc(C(=O)N2CCCC(N3CCN(c4ccccc4C)CC3)C2)n(C)n1 (configuration not stated)	0.9	-4	-4	-2
44	C[C@H](CO)N1C[C@H](C)[C@@H](CN(C)C(=O)Nc2ccc(F)cc2)Oc2ncc(C#CC3CC3)cc2C1=O	2.7	8	-3[16.7 µM]	-2
45	COC(=O)C[C@@H]1CC[C@H]2[C@@H](COc3ccc(NC(=O)NCc4ccccc4)cc3C(=O)N2C)O1	-0.4	x	-4[16.7 µM]	x
46	COc1ccc(S(=O)(=O)N2CCCCCC2)cc1C(=O)Nc1ccccn1	-2.4	2	1	0
47	Cn1nnnc1SCc1ccc(Cl)cc1	2.1	7	x	1
48	Cc1cc(-c2ccc(C(C)C)c(S(=O)(=O)N3CCN(c4ccccc4)CC3)c2)on1	5.7	-6	x	0
49	CC(=O)c1cn(N(C)c2ncc(C(F)(F)F)cc2Cl)c(=O)[nH]c1=O	1.7	-12	-1	-3
50	Cc1ccc(-n2ncc(Cl)c2C(=O)NCc2ccccc2)cc1	0.8	5	-4	-3

No.	ERAP1 inh	SIRT5 block	DENV2 CPE
41	-8	-5	u
42	0	1	-7
43	1	0	-4
44	-2	-5	u
45	x	x	-2
46	3	-4	-2
47	1	-3	x
48	1	-2	-4
49	0	0	16
50	3	-4	-4

# New compounds follow:
No.	Compound	F508del corr	ERp5 inh	miR122 inh	Casp6 inh
51	COc1ccc(CC(=O)NCCS(=O)(=O)N2CCN(c3ccccc3)CC2)cc1OC	2.1	0	-7	-1
52	O=C(CN1CCN(c2ccc(F)cc2)CC1)NC(=O)NCc1ccco1	0.3	-3	x	17
53	COc1ccc(C(C)NC(=O)CC23CC4CC(CC(C4)C2)C3)cc1 (configuration not stated)	1.8	2	1	3
54	CCOc1ccc2ccccc2c1C1NC(=O)NC(C)=C1C(=O)OCCOC (configuration not stated)	-2.4	1	x	x
55	COc1ccc(CC(=O)N2CCN(S(=O)(=O)c3ccc(Cl)s3)CC2)cc1	0.7	-1	x	1
56	CNc1c(NS(=O)(=O)c2ccc(Br)cc2)c(=O)oc2ccccc12	-2.5	-7	x	-1
57	COCCn1c(=O)[nH]c2cc(C(=O)N3CCN(c4ccc(Cl)cc4)CC3)ccc2c1=O	-1.1	1	-3	-6
58	N#CCCN(Cc1cccs1)C(=O)c1ccc(Cl)cc1	-0.3	23	x	1

No.	ERAP1 inh	SIRT5 block	DENV2 CPE
51	3	3	u
52	17	3	-6
53	-1	-12	0
54	0	-3	-5
55	1	2	u
56	-4	-10	-7
57	-4	-1	6
58	x	x	0

# Compounds as they come. Share with any hit: about 4%.
